Screens from PubChem.
Keap1 Nrf2 FP: Keap1-Nrf2 (human) interaction inhibition; Q14145; Keap1 Kelch-Nrf2 peptide fluorescence polarization, 1536-well; inhibition, % at 9.4 µM; actives 0.15% (n = 340,000); AID 504523; in the data active = inhibition above about 12%; inconclusive = no clear call, values can overlap the other calls; inactive = below about 7.3%;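 note: human Keap1 Kelch domain with fluorescein labeled Nrf2 9mer peptide probe; 0% = neutral control wells and 100% = peptide positive control; higher means more block of Keap1 binding to Nrf2 peptide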
Target sequence (Q14145 whole entry, looked up, the tested form may be a part): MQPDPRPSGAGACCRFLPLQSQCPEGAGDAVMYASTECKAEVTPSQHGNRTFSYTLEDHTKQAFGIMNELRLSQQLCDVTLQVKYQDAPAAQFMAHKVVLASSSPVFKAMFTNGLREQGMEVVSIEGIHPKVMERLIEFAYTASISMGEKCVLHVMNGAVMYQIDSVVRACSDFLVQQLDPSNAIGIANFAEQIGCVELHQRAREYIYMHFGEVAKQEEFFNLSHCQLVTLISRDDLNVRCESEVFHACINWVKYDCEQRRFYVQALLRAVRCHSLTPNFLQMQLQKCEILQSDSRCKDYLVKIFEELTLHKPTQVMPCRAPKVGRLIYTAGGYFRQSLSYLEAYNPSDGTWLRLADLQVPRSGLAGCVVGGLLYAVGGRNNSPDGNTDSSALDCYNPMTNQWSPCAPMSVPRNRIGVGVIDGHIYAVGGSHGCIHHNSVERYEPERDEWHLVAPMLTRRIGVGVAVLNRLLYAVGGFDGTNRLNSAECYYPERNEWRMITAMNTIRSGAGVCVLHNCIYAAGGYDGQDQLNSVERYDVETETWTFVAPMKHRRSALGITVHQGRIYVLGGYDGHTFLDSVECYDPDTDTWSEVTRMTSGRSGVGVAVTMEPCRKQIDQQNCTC
CAL PDZ FP-1: blocks peptide binding to human CAL PDZ domain; purified CAL PDZ, TMR-peptide fluorescence polarization, 1 h; AID 504414; actives 0.02% (n = 330,000); inhibition, % at 20 µM;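 active = highest replicate inhibition of at least 40%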;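 note: plate controls were DMSO neutral control wells for no effect and unlabeled competitor peptide control wells for full effect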
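Test system: purified CerCALP PDZ construct; Compound dosing: one concentration, 20 µM compound; Also added: TMR-labelled reporter peptide T*-PRC34 bound in PDZ groove; Read-out: inhibition from polarization loss; Controls: unlabelled peptide and DMSO controls; Signal: FP readout, S and P plane fluorescence; Incubation: 1 h at RT.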
PKA-R2B act: PKA-R2B complex activation; AID 504700; activation, % at 11.4 µM; P22694+P31323; actives 0.079% (n = 340,000); PKA-R2B holoenzyme dissociation, Cy5-IP20 fluorescence polarization; R2B truncated from residue 108, S112A mutant; 0% DMSO only, 100% 113 µM cGMP;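 active = activation above a cutoff set at the mean over all compounds plus 3 SD, cut at about 18% in these data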;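 note: higher means more holoenzyme dissociation and a rise in polarization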
SR-BI uptake up: enhances SR-BI lipid uptake from DiI-HDL | actives 0.096% (n = 320,000) | activation, % at 12.5 µM | CHO ldlA[mSR-BI] cells, DiI-HDL uptake fluorescence, 3 h; 100 = double the neutral-control signal | AID 504775;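 active = mean replicate activation of at least 60% and every replicate at or above 60%; inconclusive = mean or all-replicate condition met, but not both; inactive = mean below 60% and not all replicates reaching 60%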;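 note: 0% = median plate neutral-control signal and 100% = twice that signal; values of inactives mirror those of a sister screen read the other way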
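material = CHO ldlA[mSR-BI] cells | medium = Ham's F12 with 0.5% BSA, HEPES 25 mM, pH 7.4 | reagent = fluorescent DiI-HDL, 10 µg/mL final | compound dosing = single-point compound dose | incubation = 3 h, 37 °C | measured by = bottom-read fluorescence, 550/595 nm | measure = HDL uptake via cellular fluorescence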
RTF Ca sens inh: cardiac RTF calcium desensitization | actives 0.12% (n = 340,000) | AID 493244 | inhibition, % at 7.15 µM | IANBD-labeled cardiac RTF, Ca2+ fluorescence | P19429+P45379;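 active = inhibition above the mean inhibition of all tested compounds plus 3 SD, cut at about 17% in these data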;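 note: assay run at fixed EC70 calcium of 1.6 mM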
Rtt109 Vps75: inhibitors of Candida albicans Rtt109/Vps75 histone acetyltransferase; AID 540336; inhibition, % at 34.9 µM; purified Rtt109/Vps75, ThioGlo CoA-SH fluorescence, 4 h; actives 0.16% (n = 330,000);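 active = inhibition of at least 50% in every replicate; inconclusive = best replicate reaches 50% inhibition but some replicates fall short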
Target sequence (Q5AAJ8 whole entry, looked up): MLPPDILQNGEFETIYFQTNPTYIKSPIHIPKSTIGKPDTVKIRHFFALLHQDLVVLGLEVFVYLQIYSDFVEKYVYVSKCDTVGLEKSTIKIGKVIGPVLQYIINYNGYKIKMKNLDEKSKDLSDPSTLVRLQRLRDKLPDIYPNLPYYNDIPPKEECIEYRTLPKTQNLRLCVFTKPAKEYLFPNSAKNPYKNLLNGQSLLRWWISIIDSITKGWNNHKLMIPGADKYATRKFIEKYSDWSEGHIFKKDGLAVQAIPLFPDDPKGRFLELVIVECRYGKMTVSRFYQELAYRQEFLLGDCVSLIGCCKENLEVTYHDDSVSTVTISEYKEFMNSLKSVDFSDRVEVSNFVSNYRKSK
CAL PDZ FP-2: inhibitors of human CAL PDZ peptide binding. actives 0.92% (n = 300,000). purified CAL PDZ, TMR-peptide fluorescence polarization, 1 h. AID 602252. inhibition, % at 24.9 µM. Q9HD26;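 active = mean inhibition of at least 30% with at least half of replicates also reaching 30%; inconclusive = no clear call, values can overlap the other calls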;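 note: 0% = DMSO neutral control and 100% = excess unlabeled competitor peptide PRC23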
DAGLB inh: blocks human DAGLB lipase activity; Q8NCG7; HEK293T DAGLB membrane lysate, EnzChek fluorogenic substrate; inhibition, % at 5.17 µM; actives 0.059% (n = 340,000); AID 504411; in the data active = inhibition above about 34%;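 note: 0% = enzyme with vehicle and 100% = wells lacking enzyme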
cardiac RTF act: increases calcium sensitivity of human cardiac regulated thin filaments; P19429+P45379; IANBD-labeled TnC RTF fluorescence at EC20 calcium; 0% EC20 calcium, 100% full calcium; activation, % at 7.2 µM; actives 0.24% (n = 340,000);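 active = activation above the mean over all tested compounds plus 3 SD, cut at about 30% in these data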;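 note: rise in fluorescence read as greater calcium sensitivity of cardiac thin filaments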
LANA DNA inh: inhibitors of KSHV LANA C-terminal domain DNA binding. inhibition, % at 9 µM. AID 504423. actives 0.078% (n = 340,000). MBP-C-LANA/FAM-LBS DNA binding, fluorescence polarization;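 active = highest replicate inhibition at or above 60% at 9 µM, even if other replicates fall short; inactive = all replicates below 60% inhibition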;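 note: 0% = neutral control wells and 100% = 4 µM acridine orange control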
Starred values were filed as active, the others as inactive; ? = inconclusive; · = not tested or not shown.

Under each structure: Keap1 Nrf2 FP | CAL PDZ FP-1 | PKA-R2B act | SR-BI uptake up | RTF Ca sens inh | Rtt109 Vps75 | CAL PDZ FP-2 | DAGLB inh | cardiac RTF act | LANA DNA inh
1: O=C(NCCc1ccc(Cl)cc1)C1CC(=O)N(C2CCCC2)C1 (centres undefined)
  -1 | -2.0 | 1 | 7 | -9 | 5 | -1 | -7 | 10 | 0.5
2: O=C(CSc1nncs1)NC1CCCCCCC1
  -2 | -1.9 | -5 | 6 | -6 | -6 | -3 | 0 | -5 | 0.5
3: Cc1cc(N(CN2CCCC2=O)C(=O)c2ccccc2)no1
  4 | -0.2 | -3 | 19 | -1 | -5 | -4 | 0 | 0 | 0.7
4: O=C(OCC(=O)C12CC3CC(CC(C3)C1)C2)c1ccccc1O
  -4 | 0.8 | -1 | 3 | 2 | 8 | -3 | -6 | -10 | -1.3
5: Cc1cc(NC(=O)c2ccccc2[N+](=O)[O-])ccc1Br
  -4 | 0.3 | 11 | -46 | 1 | ? | 2 | -8 | -7 | -1.1
6: CC(=O)Nc1ccc(S(=O)(=O)N[C@@H](C)C(=O)N(C)Cc2cccs2)cc1
  0 | -0.4 | 4 | 14 | -2 | 1 | -1 | 0 | -4 | 1.1
7: CCCn1nc(C(=O)NNC(=O)c2cccc(S(=O)(=O)NC(C)C)c2)c2ccccc2c1=O
  2 | -2.2 | 11 | -11 | 0 | -5 | -6 | 0 | 1 | -0.5
8: COc1ccc(NS(=O)(=O)c2ccc(OC)c(N(C)S(=O)(=O)c3ccc(Cl)cc3)c2)cc1
  2 | -2.9 | -5 | -16 | -2 | 1 | -4 | -1 | 0 | 2.4
9: COc1ccc(NC(=O)COC(=O)CNS(=O)(=O)c2ccc(F)c(F)c2F)cc1OC
  1 | -0.6 | 10 | -10 | -4 | 3 | -2 | -1 | -4 | -1.1
10: CCC1CCCCN1CCCNC(=O)C1CCN(S(=O)(=O)N2CCC3(CC2)OCCO3)CC1 (centres undefined)
  -2 | -2.8 | -7 | 17 | -7 | -10 | -2 | 1 | 1 | 0.5
11: COCCN(C(=O)CCC(=O)Nc1cc(C)on1)C(C(=O)NC1CCCC1)c1ccc(C(C)C)cc1 (centres undefined)
  0 | -3.0 | 9 | 12 | 1 | 0 | -3 | -2 | 0 | -1.6
12: N#Cc1cc2c(=O)n3ccccc3nc2n(Cc2ccco2)c1=NC(=O)c1ccco1
  1 | -1.7 | 8 | 46 | -3 | 20 | · | -7 | 6 | 3.2
13: CCc1nc2ccccc2c(C(=O)OCC(=O)N(CC(C)C)c2c(N)n(Cc3ccccc3)c(=O)[nH]c2=O)c1C
  -2 | -1.6 | 6 | -60 | 5 | 3 | -3 | 7 | -1 | 1.8
14: CCc1c(C)sc(NC(=S)N2CCN(CC)CC2)c1C(=O)OC
  -4 | 0.4 | -10 | -10 | 2 | -1 | · | -12 | 0 | 0.1
15: Cc1ccnc(NC(=O)CCC(=O)N(CC(=O)NCc2ccccc2)Cc2ccccc2)c1
  -7 | -0.4 | -2 | 13 | -3 | 3 | -6 | 2 | -3 | -0.6
16: COc1ccc(-n2c(SCC(=O)Nc3ccc(C(=O)O)cc3)nnc2-c2ccccc2)cc1OC
  6 | 0.1 | -8 | 16 | -4 | · | 0 | -1 | 5 | -0.6
17: COc1ccc(S(=O)(=O)N2CCCCC2)cc1NC(=O)CNc1ccc(F)cc1C
  -4 | -2.9 | 7 | -9 | -3 | 18 | · | -4 | 3 | -0.3
18: Cc1sc2nc(N3CCOCC3)[nH]c(=O)c2c1-c1ccccc1
  2 | 0.3 | 0 | -7 | -10 | -3 | 5 | 1 | 1 | 0.8
19: NC(=S)n1[nH]c(-c2ccc([N+](=O)[O-])cc2)c(N=Nc2ccc(Cl)cc2)c1=O
  -5 | -1.3 | 11 | -104 | 5 | -14 | -4 | 9 | -5 | -0.6
20: Cc1cc(O)c(N=Nc2ccc(C(=O)O)cc2)cc1C
  -5 | 0.7 | 3 | 33 | -5 | -4 | -2 | 7 | -3 | -2.1
21: O=C(COc1coc(CN2CCc3ccccc32)cc1=O)Nc1ccccc1
  1 | -0.9 | -3 | 12 | -6 | 1 | 0 | 2 | 2 | 1.5
22: Cc1ccccc1CNC(=O)c1ccc(Cl)c([N+](=O)[O-])c1
  2 | -0.5 | -1 | -12 | -11 | -5 | -3 | 2 | -1 | -0.4
23: Cc1ccc(C(=O)NCC(=O)OC(C)C(=O)Nc2ccc(N(C)C)cc2)cc1C (centres undefined)
  3 | -0.4 | -11 | -31 | -3 | 10 | 13 | 2 | 0 | -3.2
24: C=CC[C@@H](CC(=O)N[C@H](CO)Cc1ccccc1)C(=O)N[C@@H](C)COC(=O)[C@@H](CC=C)CC(=O)OC(C)(C)C
  0 | 0.4 | -1 | -6 | -4 | -3 | -2 | -2 | -2 | 2.2
25: COC(CNC(=O)C(=O)NCC1CCCN1S(=O)(=O)c1cccs1)OC (centres undefined)
  -3 | -2.8 | -2 | 11 | 0 | 5 | 3 | -1 | 2 | 1.4
26: O=C(/C=C/c1ccco1)N1CCN(S(=O)(=O)c2cccc([N+](=O)[O-])c2)CC1
  0 | -1.3 | 4 | -1 | 4 | 6 | -3 | 1 | -7 | 0.6
27: Cc1nc2scc(-c3ccc(Cl)cc3)c2c(=O)n1N
  -7 | -5.2 | -2 | -6 | -15 | 0 | 3 | 0 | 0 | 0.9
28: CC1CCCN(CCC(=O)c2ccc(Br)cc2)C1 (centres undefined)
  -12 | -1.0 | -3 | 14 | -2 | 5 | -3 | -2 | -3 | 0.5
29: CC1(C)CSC(=NCc2ccccc2)N1C(=O)c1cccc([N+](=O)[O-])c1
  -1 | 0.5 | -1 | -7 | -4 | -7 | -3 | -2 | 0 | 0.0
30: Cc1cc(C)c(OCC(=O)Nc2nnc(C3CC3)s2)c(C)c1
  -2 | -1.3 | -9 | 6 | -4 | -1 | -2 | 4 | -1 | -0.5

Four of the compounds above, with each value named:
22) Cc1ccccc1CNC(=O)c1ccc(Cl)c([N+](=O)[O-])c1
- Keap1 Nrf2 FP = 2
- CAL PDZ FP-1 = -0.5
- PKA-R2B act = -1
- SR-BI uptake up = -12
- RTF Ca sens inh = -11
- Rtt109 Vps75 = -5
- CAL PDZ FP-2 = -3
- DAGLB inh = 2
- cardiac RTF act = -1
- LANA DNA inh = -0.4
2) O=C(CSc1nncs1)NC1CCCCCCC1
- Keap1 Nrf2 FP = -2
- CAL PDZ FP-1 = -1.9
- PKA-R2B act = -5
- SR-BI uptake up = 6
- RTF Ca sens inh = -6
- Rtt109 Vps75 = -6
- CAL PDZ FP-2 = -3
- DAGLB inh = 0
- cardiac RTF act = -5
- LANA DNA inh = 0.5
15) Cc1ccnc(NC(=O)CCC(=O)N(CC(=O)NCc2ccccc2)Cc2ccccc2)c1
- Keap1 Nrf2 FP = -7
- CAL PDZ FP-1 = -0.4
- PKA-R2B act = -2
- SR-BI uptake up = 13
- RTF Ca sens inh = -3
- Rtt109 Vps75 = 3
- CAL PDZ FP-2 = -6
- DAGLB inh = 2
- cardiac RTF act = -3
- LANA DNA inh = -0.6
19) NC(=S)n1[nH]c(-c2ccc([N+](=O)[O-])cc2)c(N=Nc2ccc(Cl)cc2)c1=O
- Keap1 Nrf2 FP = -5
- CAL PDZ FP-1 = -1.3
- PKA-R2B act = 11
- SR-BI uptake up = -104
- RTF Ca sens inh = 5
- Rtt109 Vps75 = -14
- CAL PDZ FP-2 = -4
- DAGLB inh = 9
- cardiac RTF act = -5
- LANA DNA inh = -0.6

Other compounds
Under each structure: Keap1 Nrf2 FP | CAL PDZ FP-1 | PKA-R2B act | SR-BI uptake up | RTF Ca sens inh | Rtt109 Vps75 | CAL PDZ FP-2 | DAGLB inh | cardiac RTF act | LANA DNA inh
31: COCCCNC(=O)CC(NS(=O)(=O)c1ccc(OC)cc1)c1ccc(OC)cc1 (centres undefined)
  -3 | -0.8 | 5 | 35 | 1 | -6 | -2 | 0 | -4 | -1.9
32: Cc1cccc(-n2c(N)cc(=O)nc2SCC(=O)Nc2cc(C)on2)c1
  4 | -2.3 | 0 | 25 | -2 | 17 | · | -2 | -6 | 0.1
33: C=CCOc1ccccc1C1C2=C(CC(C)(C)CC2=O)Nc2c1c(=O)n(C)c(=O)n2C (centres undefined)
  -2 | -1.1 | -6 | 8 | -6 | -90 | -4 | -3 | 0 | -0.6
34: CC(=O)Nc1ccc(NC(=O)CSc2nnc(C)c(=O)n2N)cc1
  1 | -0.1 | -2 | 10 | -2 | 0 | -1 | 4 | 1 | -0.8
35: C/C(Cl)=C\Cn1c(N2CCCC2)nc2c1c(=O)[nH]c(=O)n2C
  -5 | -1.4 | -5 | 9 | 1 | 0 | -2 | 0 | 2 | 0.4
36: CCOC(=O)CN(C#N)c1nc(C)cc(C)n1
  0 | -0.7 | -1 | 25 | -7 | -6 | -1 | 1 | -3 | -1.7
37: COc1cc2nc(CN3CCOCC3)n(CC(=O)NCC(F)(F)F)c(=O)c2cc1OC
  -1 | -1.1 | -11 | · | -8 | 36 | 1 | 0 | -3 | 1.7
38: COCCN(C(=O)c1cccc(-n2cnnn2)c1)c1c(N)n(CC(C)C)c(=O)[nH]c1=O
  -1 | -2.4 | 8 | 1 | 1 | -1 | 1 | 0 | -3 | -0.8
39: CCc1nnc(NC(=O)[C@@H]2CCCN2S(=O)(=O)c2ccc3c(c2)OCCO3)s1
  -7 | -0.4 | -2 | 14 | 1 | 0 | -1 | 2 | 2 | -0.4
40: COc1ccc(C(=O)[C@@H]2CC[C@](C)(C(=O)O)C2(C)C)cc1
  -1 | 0.2 | 0 | 26 | -11 | -1 | -1 | -2 | -2 | -1.0
41: O=c1[nH]c(C2CCN(S(=O)(=O)c3cccc(C(F)(F)F)c3)CC2)nc2c1nnn2Cc1cccc(F)c1
  -6 | -1.8 | -2 | · | 3 | 2 | -3 | 5 | 0 | 1.0
42: O=S(=O)(c1ccccc1)n1nc(-c2ccccc2)nc1NCc1ccco1
  -3 | -2.6 | 0 | · | -4 | -4 | 2 | -5 | -4 | -0.7
43: COc1ccc(S(=O)(=O)NN=C2CCCC2)cc1
  -4 | 0.3 | -6 | 4 | 1 | 5 | -1 | -2 | -2 | 0.2
44: COc1ccc(CN2CCC(Oc3ccc(C(=O)N4CCCC4)cc3)CC2)c(F)c1
  1 | 0.1 | -3 | -7 | -3 | -2 | 128* | 2 | -5 | 0.9
45: COc1ccc(C(=O)Nc2ccccc2C(=O)NC(C(=O)NCc2ccco2)C(C)C)cc1 (centres undefined)
  -1 | 0.0 | 5 | -19 | 1 | 3 | 0 | 0 | -1 | 1.1
46: COc1cccc(NC(=S)NCc2ccc(F)cc2)c1
  2 | -0.4 | -4 | -16 | -9 | -2 | -3 | 0 | 0 | 0.6
